Bioassay records (PubChem BioAssay)
OX1R antag-1: antagonists of human orexin 1 receptor (OX1R) | 330,000 compounds, 1.8% hits | Orexin/Hypocretin receptor type 1 (Homo sapiens), O43613 | OX1R-expressing cells, FRET antagonist read-out | AID 485270, 2010 | inhibition, % at 6.6 µM; in the data active means inhibition mostly above about 38%, no sharp cut-off; inactive means mostly below about 40%;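 further: 0% = agonist challenge alone and 100% = reference antagonist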
Target sequence (O43613 whole entry, looked up): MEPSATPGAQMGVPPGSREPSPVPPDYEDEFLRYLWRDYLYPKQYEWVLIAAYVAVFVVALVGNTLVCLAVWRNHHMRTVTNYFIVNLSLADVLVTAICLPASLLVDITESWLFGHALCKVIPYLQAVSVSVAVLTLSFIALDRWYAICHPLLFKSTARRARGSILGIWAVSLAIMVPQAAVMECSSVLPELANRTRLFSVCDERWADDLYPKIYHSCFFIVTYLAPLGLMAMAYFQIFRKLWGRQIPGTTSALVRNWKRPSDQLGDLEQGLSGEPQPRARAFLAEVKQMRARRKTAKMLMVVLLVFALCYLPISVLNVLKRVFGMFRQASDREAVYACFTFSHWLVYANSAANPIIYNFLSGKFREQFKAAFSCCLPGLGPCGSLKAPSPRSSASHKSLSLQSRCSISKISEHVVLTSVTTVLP
OX1R antag-2: OX1R (HCRTR1) antagonists, primary screen, fluorescence, CHO/OX1R cells, Fluo-8 calcium, orexin A | Orexin/Hypocretin receptor type 1 (Homo sapiens), O43613 | Fluo-8 calcium fluorescence | inhibition, % at 5 µM | 330,000 compounds, 0.43% hits | AID 434989, 2010;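 active means inhibition above its plate's threshold, mean inhibition of all tested compounds on the plate plus 3 SD, cut at about 37% in these data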;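 further: 0% = orexin A challenge wells and 100% = SB-334867-A antagonist wells; not every result past the cut was called active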
The depositor's hits bear a star.

SMILES	OX1R antag-1	OX1R antag-2
COc1ccc(C(CC(=O)O)NS(=O)(=O)c2ccc(C)cc2)cc1OC (centres undefined)	9.7	-21.2
O=C(O)c1ccc(S(=O)(=O)Cc2ccccc2)cc1	12.8	-5.5
CC(C)(CNC(=O)C1c2ccccc2-c2ccccc21)N1CCOCC1	15.7	-38.2
CC1(C)CC(CC(=O)NC(=S)Nc2ccc([N+](=O)[O-])cc2)C(=O)O1 (centres undefined)	19.1	-14.5
Cc1ccc(CC(CC(=O)O)C(=O)NCC23CC4CC(CC(C4)C2)C3)cc1 (centres undefined)	4.7	-1.5
COc1cc(S(=O)(=O)n2cnc(C)c2)ccc1Br	20.4	-26.3
Cc1ccc(-n2nc3c(=O)n(C(C)C(=O)NCc4ccc5c(c4)OCO5)nc(C)c3c2C)cc1 (centres undefined)	15.7	-34.4
O=C(Cc1ccccc1)Nc1ccc(NC(=O)c2cccnc2)cc1	12.0	7.6
CCN1C(=O)c2cccc3c(S(=O)(=O)Nc4ccccn4)ccc1c23	40.4	-22.4
Cn1c(CN2CCCC2)nc2cc(NC(=O)COc3ccccc3)ccc21	9.2	-19.4
CCN(C(=O)CSc1nnc(-c2ccc(OC)cc2)n1C(C)C)C1CCS(=O)(=O)C1 (centres undefined)	11.8	-7.7
CCn1c2ccccc2c2cc(CN3CCN(S(=O)(=O)Cc4ccccc4)CC3)ccc21	27.3	-9.5
COc1cccc(NC(=O)c2c([N+](=O)[O-])cnn2C)c1	-1.6	-13.6
CCn1cc(C(=O)NCC(=O)OC)c2cc(OC)c(OC)cc2c1=O	7.9	2.8
COc1cc2c(cc1OC)/C(=C/C(=O)c1ccccc1)NCC2	8.2	-15.6
O=C(CCN1C(=O)COc2ccccc21)N1CCN(c2ccccc2)CC1	5.3	-26.0
C=C1C2C[C@H](O)C(C)(C)[C@@]2(O)[C@H](O)C[C@]23C[C@@](C)(O)[C@H](CC[C@H]12)[C@H]3O (some centres undefined)	25.1	2.5
COc1cccc(CN2CCC(N(CCc3ccccc3)Cc3ccccc3)CC2)c1OC	4.6	-33.0
COc1ccc2ccc3c(c2c1)N=C[C@]1(O3)N(C)c2ccccc2C1(C)C	59.0	-26.1
CCN(Cc1ccccc1)C(c1cccc(C#N)c1)c1nnnn1C(C)(C)C (centres undefined)	31.7	-5.0
COCCCNCCOCCOc1c(OC)cccc1OC	-9.0	-4.1
COc1ccc(C(=O)/C=C/Nc2ccccn2)c(OC)c1	11.8	-17.1
Cn1nc(-c2ccccc2)c(C(O)c2ccccc2C(F)(F)F)c1Cl (centres undefined)	17.3	-11.9
O=C(Cn1c(=O)c2cccn2c2ccc(F)cc21)NCCCN1CCN(c2ccccc2F)CC1	19.2	-39.2
c1cc(C(c2nnnn2C2CCCC2)N2CCOCC2)ccn1 (centres undefined)	-0.5	-4.5

More structures.
SMILES	OX1R antag-1	OX1R antag-2
CC(C)(C)C1CCc2onc(C(=O)Nc3ccc4c(c3)OCO4)c2C1 (centres undefined)	19.2	-11.7
O=C(O)c1cnn2c(-c3ccccc3)ccnc12	7.8	-0.7
CCCCN(CCCNC(=O)c1ccc(CS(=O)(=O)c2ccc(OC)cc2)o1)Cc1ccccc1	0.0	-26.6
COCCCNC(=O)CNC(=S)N(Cc1ccc(F)cc1)C1CCCCC1	14.2	-21.6
O=c1c2c(nc3c(-c4cccc(Br)c4)c[nH]n13)CCCC2	12.0	-5.0
CCCSc1oc(-c2ccco2)nc1S(=O)(=O)c1ccc(C)cc1	15.4	-13.3
CC1CCN(c2c(NCc3ccc(C(=O)NCc4ccccc4)cc3)c(=O)c2=O)CC1	14.4	-10.1
O=C(NNc1ccccc1)C(=O)NNS(=O)(=O)c1ccc([N+](=O)[O-])cc1	24.6	-2.1
CC(C)(C)NC(=O)CSc1ccc(C(C)(C)C)cc1	8.4	-10.7
C/C(=N\NC(=O)Cc1c(C)[nH][nH]c1=O)c1ccc(Cl)c(Cl)c1	10.6	-18.1
N=c1n(CCOc2ccccc2)c2ccccc2n1CCN1CCOCC1	16.4	-8.6
O=C(O)CCC(=O)N1CCC(n2nnc3cc(C(F)(F)F)ccc32)CC1	11.2	7.5
CC1(CCc2ccccc2)NC(=O)N(CC(=O)Nc2ccc(OC(F)F)cc2)C1=O (centres undefined)	4.9	-21.1
O=C(Nc1ccccc1Oc1ccsc1C(=O)O)c1ccccc1F	6.5	-14.2
COC(=O)/C(C#N)=C/c1c(Oc2cc(C)cc(C)c2)nc2c(C)cccn2c1=O	16.2	-25.2
NS(=O)(=O)c1ccc(NC(=O)CSc2nc3ccccc3nc2N2CCOCC2)cc1	7.8	-5.2
COc1cccc(CNCC(O)(c2ccc(Cl)cc2)c2ccc(Cl)cc2)c1	10.1	13.0
CC12COC3(C(=O)Nc4nccs4)CC1CCC32C (centres undefined)	10.3	-7.9
CCCCC(=O)Nc1ccc(NC(=O)C2CC2)nc1	17.5	-4.0
Cc1cc(OCC(=O)N(C(C)C)C(C)C)cc(C)c1Br	25.4	-27.9
CCN1CCN(C(=O)C2CCN(S(=O)(=O)c3cc(Cl)ccc3Cl)CC2)CC1	-0.2	-22.9
COc1ccccc1N1CCN(C(=O)C(Cc2ccccc2)NC(=O)C2CCCCC2)CC1 (centres undefined)	15.5	-27.1
CCOC(=O)c1ccc(NC(=O)CCn2nnc3ccccc32)cc1	9.9	-14.9
O=C(O)c1c2c(nc3ccccc13)/C(=C/c1c(F)cccc1F)CCC2	112.5*	9.4
CCOC(=O)c1ccc(NC(=S)NN)cc1	20.1	-8.3

Going on with the list:
SMILES	OX1R antag-1	OX1R antag-2
COc1ccc(/C=N/NC(=O)c2[nH]c3ccc(Cl)cc3c2-c2ccccc2)c(C(=O)O)c1OC	25.7	-9.1
S=C(NN=C(C1CC1)C1CC1)Nc1ccccc1	3.0	-12.4
Cc1ccc(-n2nc(C(=O)N3CCN(C)CC3)c3c4ccccc4n(C)c3c2=O)cc1	25.5	-30.2
COCC(=O)N(Cc1cc2cc(OC)ccc2[nH]c1=O)c1ccccc1	4.7	-7.8
Cc1ccc(Cl)cc1N1CCN(C(=O)c2ccc(NS(=O)(=O)c3c(C)noc3C)cc2)CC1	40.9	26.3
C#CC(C)OC(=O)Nc1cnccc1C(F)(F)F (centres undefined)	1.9	-0.6
CC[C@@H](C)[C@@H](C(=O)N1CCN(C(=O)OC(C)(C)C)CC1)n1cc(CCC(=O)O)nn1	12.2	-7.2
Cc1ccnc(NC(=O)Cn2c(=O)oc3ccccc32)c1	16.2	-3.5
COc1ccc([N+](=O)[O-])cc1N(CC(=O)N(C)C)S(C)(=O)=O	14.8	5.0
Cc1ccccc1C(=O)c1cccn1CC(=O)NCc1ccccc1Cl	28.3	-7.9
COc1ccc(C2C(C#N)=C(N)OC3=C2C(=O)CC(C)(C)C3)cc1 (centres undefined)	10.7	-10.1
C=CCSC1=N/C(=C\c2ccc(C(=O)O)cc2)C(=O)S1	11.4	-10.8
CCn1c(=O)c([N+](=O)[O-])c(N2CCN(Cc3ccc4c(c3)OCO4)CC2)c2ccccc21	8.8	-11.3
O=S(=O)(NC1CCCCC1Sc1ncccn1)c1ccc(Cl)cc1 (centres undefined)	14.8	-8.7
O=C(Oc1ccccc1)c1cccc(COC(=O)c2cnccn2)c1	15.3	-12.4
CCOc1cc(/C=N/NC(=O)c2ccncc2)ccc1OS(C)(=O)=O	3.4	-7.2
Cc1ccc(-n2c3nc(=O)[nH]c(=O)c-3cc3cc([N+](=O)[O-])ccc32)cc1	84.5*	-6.0
O=C(CC1CCCC1)NNC(=O)c1ccc(F)cc1	15.2	-16.1
CCN(CC)C(=O)CC(c1ccc(N(C)C)cc1)c1c(O)cc(OC)cc1OC (centres undefined)	15.9	-23.9
Cc1cc(C)c(NC(=O)C(C)N2CCCCCC2)c(C)c1 (centres undefined)	3.2	-13.9
CCn1nnnc1SCC(=O)c1ccc2c(c1)OCCO2	1.7	-1.9
CCOC(=O)c1sc(NC(=O)CSCc2c(C)noc2C)nc1C	11.1	10.3
NC(=O)NC(=O)c1nccnc1C(=O)O	-1.7	5.2
CC(=O)c1ccc(S(=O)(=O)N(C)CC(=O)NCC2CCCCC2)cc1	19.5	-35.4
CN(c1ccccc1)S(=O)(=O)c1cccc(NC(=O)CN2CCCc3ccccc32)c1	24.2	11.8

At a glance, some entries already given.
SMILES	OX1R antag-1	OX1R antag-2
COc1ccc(/C=N/NC(=O)c2[nH]c3ccc(Cl)cc3c2-c2ccccc2)c(C(=O)O)c1OC	25.7	-9.1
S=C(NN=C(C1CC1)C1CC1)Nc1ccccc1	3.0	-12.4
Cc1ccc(-n2nc(C(=O)N3CCN(C)CC3)c3c4ccccc4n(C)c3c2=O)cc1	25.5	-30.2
COCC(=O)N(Cc1cc2cc(OC)ccc2[nH]c1=O)c1ccccc1	4.7	-7.8
Cc1ccc(Cl)cc1N1CCN(C(=O)c2ccc(NS(=O)(=O)c3c(C)noc3C)cc2)CC1	40.9	26.3
C#CC(C)OC(=O)Nc1cnccc1C(F)(F)F (centres undefined)	1.9	-0.6
CC[C@@H](C)[C@@H](C(=O)N1CCN(C(=O)OC(C)(C)C)CC1)n1cc(CCC(=O)O)nn1	12.2	-7.2
Cc1ccnc(NC(=O)Cn2c(=O)oc3ccccc32)c1	16.2	-3.5
COc1ccc([N+](=O)[O-])cc1N(CC(=O)N(C)C)S(C)(=O)=O	14.8	5.0
Cc1ccccc1C(=O)c1cccn1CC(=O)NCc1ccccc1Cl	28.3	-7.9
COc1ccc(C2C(C#N)=C(N)OC3=C2C(=O)CC(C)(C)C3)cc1 (centres undefined)	10.7	-10.1
C=CCSC1=N/C(=C\c2ccc(C(=O)O)cc2)C(=O)S1	11.4	-10.8
CCn1c(=O)c([N+](=O)[O-])c(N2CCN(Cc3ccc4c(c3)OCO4)CC2)c2ccccc21	8.8	-11.3
O=S(=O)(NC1CCCCC1Sc1ncccn1)c1ccc(Cl)cc1 (centres undefined)	14.8	-8.7

Next section.
SMILES	OX1R antag-1	OX1R antag-2
COc1ccc(C(=O)C2CCCN(C(=O)/C=C/c3cnc[nH]3)C2)c(C)c1 (centres undefined)	18.0	-52.3
CC(C)C1CCC(C(=O)N[C@H](Cc2ccccc2)C(=O)O)CC1 (some centres undefined)	13.7	-1.5
O=C(CSc1nnc(Cc2cccs2)n1-c1ccc(Cl)cc1)NCc1ccc2c(c1)OCO2	11.8	-32.7
Cc1nnc(C)n1/N=C/c1cccc(Oc2ccccc2)c1	-1.7	-10.1
O=C(Nc1ccc(S(=O)(=O)NC2CCCCC2)cc1)c1ccco1	3.6	-1.4
O=C(CSc1cccc(C(F)(F)F)c1)NC(=O)c1ccccc1	6.8	-2.0
COc1ccc(Cl)cc1NC(=O)C(C)N1CCN(C/C=C/c2ccccc2)CC1 (centres undefined)	6.9	-25.6
COc1ccc(OC)c(S(=O)(=O)N2c3ccccc3CC2C)c1 (centres undefined)	18.4	-13.4
O=C(NC1CCCC1)C(c1ccc(N2CCOCC2)cc1)N(Cc1ccco1)C(=O)c1ccco1 (centres undefined)	5.6	-5.5
O=C(NCc1ccccc1F)c1cccc(S(=O)(=O)N2CCCCC2)c1	5.5	-29.4
CCOc1ccccc1NC(=O)c1nc(-c2ccccc2)oc1C	17.4	-42.1
CCOC(=O)c1c(NC(C)=O)sc(C(=O)NC2CCCC2)c1C	9.7	6.3
CCO[C@@H]1OC(C(=O)N2CCOCC2)=C[C@H](c2ccc(Br)cc2)[C@H]1CCCO	20.0	-14.6
C=CCSc1nnc(NC(=O)c2cccc(S(=O)(=O)N3CCOCC3)c2)s1	17.7	-18.6
CCOc1ccc(NC(=O)CSc2ncn[nH]2)c([N+](=O)[O-])c1	51.7	4.3
Cc1cccc(NCc2nc3ccccc3n2Cc2ccccc2)c1	17.5	-23.3
CCOC(=O)C1CCCN(CCC(=O)Nc2ccc(C)c(C)c2)C1 (centres undefined)	5.6	-18.0
OC(CNc1ccccc1)Cn1ccc2ccccc21 (centres undefined)	17.4	-10.4
CCN(CC)C(=O)C1CCCN(c2ccc([N+](=O)[O-])cc2/C=N/NC(=O)c2cccc([N+](=O)[O-])c2)C1 (centres undefined)	13.3	-23.1
O=c1[nH]c2cc3c(cc2cc1CN(Cc1ccco1)C(=S)NCCCN1CCOCC1)OCCO3	5.8	-39.6
O=C(Cn1ncc2c([nH]c3ccccc32)c1=O)NCC1CCN(Cc2ccccc2F)CC1	-2.2	-18.5
COc1cc(C)ccc1OCCON1C(=O)CCC1=O	3.8	-5.6
C[C@@]12C(=O)N(c3cccc(Cl)c3)C(=O)N1[C@@H]1c3ccccc3OC[C@@H]1[C@H]2c1ccccc1	9.6	-15.9
Cc1ccc(NS(=O)(=O)c2ccccc2[N+](=O)[O-])cc1S(=O)(=O)N1CCCCC1	11.4	-14.3
CCN(CC(=O)Nc1ccccc1SC)Cc1nc2ccccc2c(=O)[nH]1	22.6	-11.9

(cont.)
SMILES	OX1R antag-1	OX1R antag-2
COc1ccc(C(=O)C[n+]2ccc(N(C)C)cc2)cc1	5.5	9.6
CCn1nc2cc(C(=O)NCc3cc(C(F)(F)F)cc(C(F)(F)F)c3)ccc2c1OC	32.5	-16.8
Cc1ccccc1C(=O)N1CCC(C(=O)Nc2ccc(S(=O)(=O)N(C)C(C)C)cc2)CC1	15.2	-18.9
CC(=O)c1ccc(Nc2cc(C)nc3ccc(C)cc23)cc1	65.6	-30.6
Cn1c(SCCCC(=O)c2ccc(Br)cc2)nnc1-c1ccncc1	12.6	-21.2
COc1ccc(C2=NOC(Cn3nc(C(=O)NCc4ccco4)cc3-c3ccccc3)C2)cc1 (centres undefined)	29.3	-12.6
O=C(c1cccc(F)c1)N1CCC(N2CCCCCC2)CC1	8.9	-6.8
Cc1ccc(C2CC(c3cccc(C)c3)n3nc(N)nc3N2)cc1 (centres undefined)	16.5	-19.3
